BAZ2B block = blocks human BAZ2B | AlphaScreen BAZ2B-H3K14Ac peptide displacement | Potency, µM (highest dose often 114 µM), for inactives: top-dose activity change, negative = inhibition, hits mostly inhibitors | AID 504333 | Q9UIF8 | 4.4% of 360,000 active; further: potency means the concentration at half of the fitted maximal effect; on the % scale 0 is the no-effect control and ±100 the full control effect; nearly all actives have a fitted effect of over 60% in size
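BAZ2B 50 nM plus b-H3(5-23)K14Ac 50 nM, PBS pH 7.4/0.01% Tween-20, 30 min RT; compound added (max 110 uM), 30 min RT; streptavidin donor/Ni-chelate acceptor beads 10 ug/mL final, 20 min dark; AlphaScreen read.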
ERG-DNA inh = blocks human ERG Ets domain binding to DNA; P11308; fluorescence polarization, His-ERG Ets domain / labelled DNA; Potency, µM (highest dose often 76.9 µM), without a hit: at the top dose FP activity, negative = inhibition, hits mostly inhibitors; 0.028% of 370,000 active; active means well fitted inhibition curve with a large enough effect in the polarisation, with a control signal flat; inconclusive means small, poorly fitted or top-dose-only effect, or effect the other way, or a change in a side signal; inactive means no such curve, though single readings can be large or run the other way; the % refers to the polarisation;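 further: polarization taken with two DNA probes labelled with fluorescein and Texas red; potency means the concentration at half of the fitted maximal effect; % of control where 0% means no effect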
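His-tagged ERG Ets domain (1 uM in the protein solution; 300mM KCl, 50mM Tris-HCl, 1mM EDTA, 1mM DTT, pH 7.5) received compound, then a probe mix of 5 nM fluorescein-DNA and 100nM Texas-615-DNA. Fluorescence polarization was read for both dyes.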
G9a block = inhibitors of human histone lysine methyltransferase G9a; G9a H3K9 monomethylation, AlphaScreen, 2 h; Potency, µM (highest dose often 102 µM), inactives show at the highest dose activity, negative = inhibition, hits mostly inhibitors; 8.8% of 350,000 active; further: potency means the concentration at half of the fitted maximal effect; on the % scale 0 is the no-effect control and ±100 the full control effect; nearly all actives have a fitted effect of over 75% in size
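Chemiluminescent proximity detection of H3K9 monomethylation, read after 10 min bead incubation in the dark. Reaction: 20 nM G9a, 500 nM biotin-H3K9 peptide, 20 uM SAM cofactor, 2 h, room temperature, following 15 min enzyme-compound preincubation.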
JMJD2A Tudor inh = JMJD2A Tudor domain (human) inhibition; Potency, µM (titrated, usually from 114 µM), inactives show top-dose activity change, negative = inhibition, usual class: inhibitors; AlphaScreen JMJD2A-Tudor / H3K4me3 peptide binding; 4.4% of 390,000 active; O75164; further: potency means the concentration at half of the fitted maximal effect; on the % scale 0 is the no-effect control and ±100 the full control effect; nearly all actives have a fitted effect of over 50% in size
HP1b chromo inh = inhibitors of HP1-beta chromodomain binding to methylated histone tails. 0.56% of 390,000 active. P83916. AlphaScreen HP1-beta / biotin-H3K9me3 peptide binding. Potency, µM (titrated, usually from 114 µM), for inactives: top-dose activity change, negative = inhibition, usual class: inhibitors. AID 540317; further: potency means the concentration at half of the fitted maximal effect; nearly all actives have a fitted effect of over 70% in size; inactives centre near 23
Target sequence (P83916 whole entry, looked up): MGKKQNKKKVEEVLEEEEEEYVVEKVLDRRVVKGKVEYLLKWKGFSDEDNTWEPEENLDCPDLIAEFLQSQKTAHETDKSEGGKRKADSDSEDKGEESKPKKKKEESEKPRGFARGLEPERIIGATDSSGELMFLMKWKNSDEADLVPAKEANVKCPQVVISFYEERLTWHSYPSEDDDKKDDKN
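AlphaScreen: HP1-beta (50 nM) preformed 30 min with biotin-H3(1-18)K9me3 peptide (50 nM) in PBS pH 7.4, 0.01% Tween-20. Compound added for 30 min at RT, then streptavidin donor/nickel chelate acceptor beads (10 ug/mL) for 30 min.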
Tb PGK inh = blocks T. brucei phosphoglycerate kinase; P07378; 0.043% of 380,000 active; PGK/GAPDH coupled, Kinase-Glo luminescence, 60 min; Potency, µM (top dose mostly 57.5 µM), for inactives: at the highest dose activity change, negative = inhibition, hits mostly inhibitors; further: potency means the concentration at half of the fitted maximal effect; on the % scale 0 is the no-effect control and ±100 the full control effect; nearly all actives have a fitted effect of over 60% in size
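Luminescent ATP detection (Kinase-Glo Plus) follows a 60-minute room-temperature incubation, with wells lacking PGK as controls. Buffer: 100 mM TEA (pH 7.6), 5 mM MgCl2, 0.01% Tween-20. Coupling enzyme GAPDH (100 nM final) supplies unstable 1,3-BPG in-well.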
Pin1 inh = human Pin1 inhibition; Q13526; Pin1 FP peptide displacement, HiFluor488, 10 min; Potency, µM (top dose mostly 115 µM), inactives show at the highest dose activity, negative = inhibition, most hits filed as inhibitors; 0.009% of 390,000 active; active means well fitted inhibition curve with a large enough effect in the polarisation, with a control signal flat, not every such curve was filed as active; inconclusive means small, poorly fitted or top-dose-only effect, or effect the other way, or a change in a side signal; inactive means no such curve, though single readings can be large or run the other way; the % refers to the polarisation; further: potency means the concentration at half of the fitted maximal effect; on the % scale 0 is the no-effect control and ±100 the full control effect
Target sequence (Q13526 whole entry, looked up): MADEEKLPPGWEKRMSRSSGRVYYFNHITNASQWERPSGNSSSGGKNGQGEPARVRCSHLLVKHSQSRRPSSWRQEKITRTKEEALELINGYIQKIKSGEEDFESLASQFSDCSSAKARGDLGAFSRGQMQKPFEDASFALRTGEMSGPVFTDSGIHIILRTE
GLS inh = inhibitors of human glutaminase (GLS) | O94925 | GLS enzymatic activity, qHTS titration | Potency, µM (top dose mostly 45.5 µM), without a hit: at the top dose activity change, negative = inhibition, actives largely listed as inhibitors | 0.21% of 410,000 active | AID 624170; further: potency means the concentration at half of the fitted maximal effect; on the % scale 0 is the no-effect control and ±100 the full control effect
Target sequence (O94925 whole entry, looked up): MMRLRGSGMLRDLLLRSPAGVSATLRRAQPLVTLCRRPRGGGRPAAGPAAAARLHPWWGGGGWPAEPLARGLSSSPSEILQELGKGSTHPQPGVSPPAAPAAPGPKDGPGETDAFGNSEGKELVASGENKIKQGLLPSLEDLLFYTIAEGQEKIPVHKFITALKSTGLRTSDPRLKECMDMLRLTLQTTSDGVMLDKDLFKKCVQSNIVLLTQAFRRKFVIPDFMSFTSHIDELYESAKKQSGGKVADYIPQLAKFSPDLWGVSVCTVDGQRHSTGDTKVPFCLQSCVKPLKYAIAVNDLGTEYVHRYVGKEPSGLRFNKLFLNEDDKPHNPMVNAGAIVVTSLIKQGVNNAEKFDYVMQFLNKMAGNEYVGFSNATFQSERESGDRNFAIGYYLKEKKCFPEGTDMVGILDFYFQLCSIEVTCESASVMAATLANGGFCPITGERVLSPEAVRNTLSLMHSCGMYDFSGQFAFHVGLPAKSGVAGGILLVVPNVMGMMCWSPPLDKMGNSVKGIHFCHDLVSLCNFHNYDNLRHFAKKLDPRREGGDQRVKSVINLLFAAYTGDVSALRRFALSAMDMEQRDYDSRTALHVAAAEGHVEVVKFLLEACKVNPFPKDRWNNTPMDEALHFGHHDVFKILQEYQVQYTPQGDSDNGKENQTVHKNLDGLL
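Two-point fluorescence kinetic (t0, 30 min RT) for hKGA; glutamate detected via glutamate oxidase–HRP–Amplex Red. Substrate: 1 mM L-glutamine solution; buffer 45 mM KH2PO4, pH 8.2.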
PI4K2A inh = inhibitors of human PI4K2A; purified PI4K2A, ADP-Glo luminescence, 1 h; active compounds read low; Q9BTU6; activity change, negative = inhibition, % at 76.9 µM; 0.13% of 420,000 active; in the data active means activity change below about -50%; inconclusive means mostly about -30% to -49%;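 further: -100% = wells without enzyme as full effect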
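PI4K2A activity was measured by ADP-Glo luminescence: enzyme (4 ug/mL stock) and phosphatidylinositol (1.2 mM stock) in Tris pH 7.5/MgCl2/EGTA/Triton X-100 buffer were reacted with ATP (300 microM stock) for one hour at ambient temperature.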
Starred values were filed as active, the others as inactive; i = inactive; ? = inconclusive; · = no result given; [ ] = dose if it differs, or a comment. Unless noted, the call rests on the fitted dose curve; in most records, active means well fitted curve in the direction sought with a large enough effect; inconclusive means small, poorly fitted or top-dose-only effect, or another doubt; inactive means no such curve, though single readings can be large; an effect the other way counts as inactive or inconclusive.

smiles,BAZ2B block,ERG-DNA inh,G9a block,JMJD2A Tudor inh,HP1b chromo inh,Tb PGK inh,Pin1 inh,GLS inh,PI4K2A inh
Cc1sc(NC(=O)c2ccco2)c(C(c2ccncc2)N2CCOCC2)c1C (stereo unspecified),?,5%,?,-8%,10%,-4%,-1%,-3%,0
O=C(Nc1cccc(C(=O)Nc2cccc(C(F)(F)F)c2)c1)c1ccc(=O)[nH]c1,3%,0%,-10%,-1%,25%,2%,15%,-1%,0
COc1ccc(Cn2ccc3nc(C)c(C(=O)NCc4cccc(OC)c4)cc3c2=O)cc1,-7%,0%,13%[59 µM],-16%,-6%,-7%,9%,-5%,2
COc1cc(NC(=O)c2cc3ccc4cccnc4c3[nH]2)cc(OC)c1OC,3%[57.1 µM],28%,?,-16%,21%,-5%,?,-8%,0
O=c1cc(CN2CCN(Cc3ccc(F)cc3)C(CCO)C2)[nH]c2ccccc12 (stereo unspecified),-2%,0%,25µM*,-27%,21%,-9%,-2%,5%,4
CCC1=[N+](CC(=O)c2ccc(Br)cc2)CCn2c(C)ccc21,-38%,3%,32µM*,?,25%,-10%,3%,-17%,-8
COC(c1ccccc1)c1c(-c2ccccc2)nn(C)c1Cl (stereo unspecified),62%[activator],1%,-6%[59 µM],35%,44%[activator],-8%,?,-12%,3
Brc1ccc(-n2cnc(-c3ccccc3)c2)cc1,-16%,5%,?,-22%,-6%,1%,6%,62%[activator],1
Cc1ccc(OCCCC(=O)Nc2ccc3c(c2)OCO3)cc1,·,3%,4%[59 µM],-21%,2%,-3%,-3%,0%,1
Cc1c(C)n(Cc2ccccc2)c2ccc(C(=O)NCCCN3CCOCC3)cc12,?,8%,50µM*,50µM*,-4%,i,-9%,3%,-6
O=C(CSCC(=O)N1CCCCC1)Nc1nc(-c2ccc(Cl)s2)cs1,-29%,0%,?,-20%,19%,6%,9%,4%,0
CCCCn1c(SCC(=O)Nc2cc(C)on2)nnc1-c1ccncc1,1%,2%,-2%[59 µM],-13%,-31%,-2%,-10%,0%,0
O=C(NCc1nc(-c2ccc(C(F)(F)F)cc2)no1)Nc1cc(Cl)cc(Cl)c1,10%,11%,12%,-19%,37%,4%,79%[activator],-1%,-4
Cn1ccc(C(=O)NC(=S)Nc2ccc([N+](=O)[O-])cc2O)n1,-32%,6%,25µM*,-28%,-3%,-3%,0%,32%[activator],-3
COc1ccc(C2CC(=O)c3cc(-c4nc(-c5cccc(Cl)c5)cs4)c(=O)[nH]c3C2)cc1 (stereo unspecified),1%,5%,-7%[59 µM],-1%,53%[activator],11%,?,2%,0
NNc1ccccc1C(F)(F)F,50µM*,4%,2.8µM*,32µM*,?,-24%,0%,22%,-5
COc1ccc(NC(=O)COC(=O)C2CCN(S(=O)(=O)c3ccccc3)CC2)cc1Cl,10%,-2%,?,-19%,9%,-9%,4%,5%,-3
CN(CC1CCOCC1)C(=O)CC1C(=O)NCCN1CC(c1ccccc1)c1ccccc1 (stereo unspecified),-10%,3%,89µM*,-12%,17%,-3%,4%,7%,10
CCCNC(=O)c1c(NC(=O)C2COc3ccccc3O2)sc2c1CCCC2 (stereo unspecified),1%,10%,-10%[59 µM],-34%,30%,-3%,-10%,10%,-1
CC(=O)Nc1ccc(NC(=O)COC(=O)c2ccc([N+](=O)[O-])o2)cc1,·,-2%,·,-16%,10%[57 µM],-7%,-2%,2%,-4
Cc1cc(Cl)ccc1OCC(=O)Nc1ccc(CN2CCOCC2)cc1,-17%,-20%,1%,-16%,29%,i,-10%,-13%,-4
C=CCOc1ccc(/C=C\c2nc(O)c([N+](=O)[O-])c(=O)[nH]2)cc1OC,-31%,6%,79µM*,-29%,14%,-12%,-7%,-19%,-1
Cc1ccc(/C=C/C(=O)c2ccccc(=O)c2O)c(C)c1,50µM*,9%,50µM*,?,-39%,1%,30%,0%,-2
CCn1c(SCC(=O)N2CCCCC2C)nc2ccsc2c1=O (stereo unspecified),7%,-3%,2%,10%,9%,4%,1%,-7%,1
COC(=O)[C@@]1(C)[C@H]2C(=O)N(C)C(=O)[C@H]2[C@H]2CN=C(SCc3ccc(C#N)cc3)N21,·,-11%,·,-22%,26%,0%,-5%,15%,-2
O=C(CN1CCN(CCO)CC1)Nc1ccccc1,-10%,0%,?,-9%,25%,-7%,-5%,11%,0
O=C(O)CCCCNS(=O)(=O)c1ccc(Cl)c(C(F)(F)F)c1,5%,0%,16%[2.33 µM],0%,38%,-9%,2%,-6%,-3
COc1ccccc1CN=C1Nc2ccccc2CS1,-8%,1%,63%[activator],0%,32%,-2%,-3%,7%,0
CCOC(=O)c1ccccc1NC(=O)c1ccc(Cl)c(S(=O)(=O)N2CCOCC2)c1,·,3%,·,-11%,12%,-4%,2%,-6%,-8
O=C(CCc1ccccc1Cl)Nc1ccc(S(=O)(=O)N2CCOCC2)cc1,16%,-14%,-27%,-6%,8%,7%,3%,6%,-1
O=C(Oc1ccc(F)cc1C(=O)/C=C/c1cccs1)c1cccc([N+](=O)[O-])c1,?,-4%,?,?,-25%,-1%,-11%,11%,42
CCOC(=O)c1c(NC(=O)CNC2CCCCC2)sc(C)c1C,6%,11%,-9%[12.7 µM],2%,62%[activator],0%,?,22%,-6
CCOC(=O)c1c(C)c(C(=O)NC(C)COC)c(C)n1C (stereo unspecified),1%,-7%,18%[12.7 µM],-21%,6%,1%,-10%,0%,-3
Cc1ccc2c(c1)N(C(=O)CCC(=O)NCC(C)c1ccccc1)CC(C)O2 (stereo unspecified),-3%,8%,-1%,-16%,11%,i,11%,0%,-5
CCOC(=O)C1(Cc2cccc(OC)c2)CCN(Cc2cnc(SC)nc2)CC1,-16%,5%,?,-20%,9%,-10%,-7%,1%,-2
COc1ccccc1CNCC(O)(c1ccc(Cl)cc1)c1ccc(Cl)cc1,-1%,-1%,62%[activator],14%,78%,i,5%,0%,0
CC(C)[C@H](NC(=O)c1ccco1)C(=O)OCC(=O)c1ccc(Br)s1,·,-4%,·,-20%,24%,-9%,-1%,2%,1
CCC1(c2ccccc2)C(=O)N=C(N)N(C#N)C1=O (stereo unspecified),·,2%,·,1%,21%,-1%,-8%,-1%,1
CCCN1C(=O)COc2ccc(C(=O)c3ccccc3C(=O)O)cc21,4%,-4%,·,-15%,39%,-6%,-10%,5%,6
CCCCOC(=O)C(C)Oc1ccc(=O)n(-c2ccccc2)n1 (stereo unspecified),3%,1%,21%,-12%,13%,i,-2%,0%,-4
O=S(=O)(c1c(Cl)sc(Cl)c1Br)N1CCCC1,9%,-9%,20%,11%,71%[activator],-8%,-7%,1%,-4
Cc1nn(C(C)C(=O)NCCCc2ccccc2)c(=O)c2nn(-c3ccccc3)c(C)c12 (stereo unspecified),-14%,-6%,71%[activator],-36%,55%[activator],3%,-10%,-1%,-1
Cc1ccc(S(=O)(=O)c2nnn3c2nc(N2CCCC(C)C2)c2cc(Cl)ccc23)cc1C (stereo unspecified),-4%,3%,9%[59 µM],4%,22%,-2%,5%,-2%,1
CCN([C@H](CO)C(C)C)S(=O)(=O)c1ccccc1Br,·,-1%,·,-27%,23%,1%,0%,7%,-3
COC(=O)Cc1c(C)nc2nc(NCc3ccc(Cl)cc3)[nH]n2c1=O,0%,6%,?,-15%,28%,-9%,-8%,7%,-5
CC(=O)C(C)Sc1nnc(-c2ccccc2F)n1C1CC1 (stereo unspecified),5%,-14%,15%,4%,15%,2%,-20%,1%,4
CCn1c(SCC(=O)Nc2cc(OC)ccc2OC)nnc1C1CCCCC1,-3%,·,-20%[12.7 µM],-10%,?,-11%,-6%,-9%,-7
O=C1CC(c2ccc(Cl)cc2)CC(=O)C1CS(=O)(=O)c1ccccc1 (stereo unspecified),79µM*,-4%,4µM*,-16%[11.4 µM],-25%,2%,?,?,-14
Cc1cc(C)c2oc(C(=O)Nc3ccc(S(=O)(=O)Nc4ncccn4)cc3)cc(=O)c2c1,-4%,1%,-17%[59 µM],-12%,40%[activator],-9%,14%,-3%,8
CCc1ccccc1NC(=O)CSc1nc(C)c(C)o1,-24%,-3%,18%,-8%,42%[activator],-1%,0%,1%,-3
CCOc1ccc(CC(=O)Nc2c(C(=O)c3ccc(C)cc3)oc3ccccc23)cc1OCC,-24%,-1%,3%[59 µM],2%,38%,-6%,0%,-8%,3
Cc1ccc(CN2CCN(CC(=O)NC(C)c3ccc4c(c3)OCCO4)C2=O)cc1 (stereo unspecified),8%,-1%,-33%,-10%,26%,i,0%,-3%,-3

Whole records, quoted from the list.
Cc1ccc(S(=O)(=O)c2nnn3c2nc(N2CCCC(C)C2)c2cc(Cl)ccc23)cc1C (stereo unspecified) as listed: BAZ2B block = -4%; ERG-DNA inh = 3%; G9a block = 9%[59 µM]; JMJD2A Tudor inh = 4%; HP1b chromo inh = 22%; Tb PGK inh = -2%; Pin1 inh = 5%; GLS inh = -2%; PI4K2A inh = 1
Cc1ccc(CN2CCN(CC(=O)NC(C)c3ccc4c(c3)OCCO4)C2=O)cc1 (stereo unspecified) as listed: BAZ2B block = 8%; ERG-DNA inh = -1%; G9a block = -33%; JMJD2A Tudor inh = -10%; HP1b chromo inh = 26%; Tb PGK inh = i; Pin1 inh = 0%; GLS inh = -3%; PI4K2A inh = -3
